Source: PubChem BioAssay (Sanford-Burnham Center for Chemical Genomics)
DUSP3 inh: VHR1 phosphatase inhibitors, primary screen, biochemical, colorimetric, HTS; recombinant VHR phosphatase, colorimetric substrate read-out; inhibition, % at 20 µM; 0.7% of 50,000 active; AID 1992, 2009; in the data active means inhibition above about 60%; further: some results filed as inactive read as strong as hits
Target sequence (P51452 whole entry, looked up): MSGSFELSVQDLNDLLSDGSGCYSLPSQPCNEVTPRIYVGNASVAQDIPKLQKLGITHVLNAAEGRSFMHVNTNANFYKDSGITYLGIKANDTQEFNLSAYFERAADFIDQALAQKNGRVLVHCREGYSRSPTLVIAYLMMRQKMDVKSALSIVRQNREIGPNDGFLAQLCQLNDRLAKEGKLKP
Active calls of the source: *.

SMILES	DUSP3 inh
CCCCn1nc(CC(=O)NCCN(CC)CC)c2ccccc2c1=O	-30
Cc1ccc(N2C(=O)C3CCCCC3C2=O)cc1Cl (stereo unspecified)	-20
CCOc1ccc(C(=O)Nc2ccc(C(C)=O)cc2)cc1OCC	21
Cc1ccc(OCC(=O)Nc2cccc(O)c2)cc1C	11
Cc1c(C)c2ccc(OC(C)C)cc2oc1=O	-11
COc1ccc(CN2CCN(C(=O)c3cccc(Cl)c3)CC2)cc1	4
Cc1ccccc1N1C(=O)c2cccc3c(N4CCCCC4)ccc(c23)C1=O	-14
CCOC(=O)c1c(NC(=O)CN2CCN(C)CC2)sc2c1CCC2	-2
COc1ccc(/C=C/C(=O)Nc2scc(-c3cccs3)c2C(=O)O)cc1OC	-15
O=P(COCC1CCCO1)(c1ccccc1)c1ccccc1 (stereo unspecified)	-35
O=C(NC(=S)Nc1cccc(NC(=O)c2ccccc2Cl)c1)c1ccco1	24
COc1ccc(C(=O)Nc2nc(-c3ccc(F)cc3)cs2)cc1OC	92
Cc1ccc(NC(=O)c2ccccc2C(=O)O)c([N+](=O)[O-])c1	-4
COc1ccccc1-n1c(O)c(C=Nc2ccc(C)cc2)c(=O)[nH]c1=O	4
CC(C)CC(=O)N1CCN(Cc2cccn2C)CC1	78
Cn1c(=O)c2c3c(sc2n2c(SCC(=O)c4ccc(Br)cc4)nnc12)CCC3	-13
O=C1NC(=O)N(c2ccc(Cl)cc2)C(=O)/C1=C/c1cc(Br)c(O)c([N+](=O)[O-])c1	10
Cc1ccccc1C(=O)NNC(=O)c1cccc([N+](=O)[O-])c1	-12
CC(CCC(=O)Nc1ccc(F)cc1)CC(=O)Nc1ccc(F)cc1 (stereo unspecified)	1
Cc1cc(C=C2C(=O)NC(=O)NC2=O)c(C)n1-c1ccc(Cl)cc1	-32
CCOC(=O)CSc1nc2sc3c(c2c(=O)n1Cc1ccccc1)CCc1ccccc1-3	-3
Cc1ccc(-n2[nH]c(=O)c(/C=C3\C=Nc4ccccc43)c2O)cc1	-30
COc1ccc(/C=C/C(=O)NCCSCc2ccc(Cl)cc2)cc1OC	-11
O=C(CN(c1cccc(Br)c1)S(=O)(=O)c1ccccc1)Nc1ccccc1Cl	-18
Cc1cccc(-n2c(CN3C(=O)c4ccccc4C3=O)nc3ccccc3c2=O)c1	12
O=C(c1cccnc1)N1CCN(c2cccc(Cl)c2)CC1	7
CCOc1ccc(N/C(=N/S(=O)(=O)c2ccccc2)c2ccccc2)cc1	-18
O=C(Nc1ccc(F)cc1)c1ccc(-c2ccccc2)cc1	-14
Clc1ccccc1CN1CCN(N=Cc2ccc(Br)cc2)CC1	-1
Cc1ccc(C23CC4CC(CC(NC(=O)Nc5ccccn5)(C4)C2)C3)cc1	-10

Another view of two compounds above:
| smiles | DUSP3 inh |
| --- | --- |
| O=C(c1cccnc1)N1CCN(c2cccc(Cl)c2)CC1 | 7 |
| Clc1ccccc1CN1CCN(N=Cc2ccc(Br)cc2)CC1 | -1 |

(listing goes on)
SMILES	DUSP3 inh
Cc1nnc2c3c4c(sc3nc(-c3ccccc3)n12)COC(C)(C)C4	-26
CCCc1nc2ccccc2n1Cc1ccccc1	-2
O=C(CF)NC(Nc1ccc(Br)cc1)C(Cl)(Cl)Cl (stereo unspecified)	-11
COc1ccc(C2c3c(n(C)c(=O)n(C)c3=O)N=C3c4ccccc4C(=O)C32)cc1OC (stereo unspecified)	-2
Cc1cc(C)c2nc3s/c(=C\c4ccc(Cl)cc4)c(=O)n3c2c1	-8
O=C(CCN1CCOCC1)Nc1ccc(Br)cc1C(=O)c1ccccc1	2
O=C1CC(c2ccccc2)CC2=C1C(c1coc3ccccc3c1=O)Nc1ccccc1N2 (stereo unspecified)	112*
O=C(Nc1ccc(NC(=O)c2ccc(Cl)cc2Cl)cc1)c1ccccc1O	9
CCN(CC)C(=O)COc1ccc(C=O)cc1OC	-2
Cc1cc(/C=N/NC(N)=O)c(C)n1C1CCCCC1	40
c1ccc(NC2=Nc3ccccc3CCC2)cc1	-6
O=C(COc1ccc2ccc(=O)oc2c1)Nc1cccc2ccccc12	5
COc1ccc(C(=O)Nc2cc(C)nc3ccccc23)cc1OC	-8
Cc1ccc(C(=O)CC(=O)c2ccc(C(C)(C)C)cc2)c(O)c1	2
Cc1ccc(C(=O)NC23CCC4CC(CC(C4)C2)C3)cc1	-6
CCN(CC)C(=O)c1sc(NC(=O)c2cc(Cl)ccc2OC)c(C#N)c1C	-40
Cc1nc2ccccc2c(=O)n1-c1ccc([N+](=O)[O-])cc1	-8
CC1(C)CC(NC(=O)C(=O)Nc2ccccc2)CC(C)(C)N1	-9
O=C1NC(=O)C(=Cc2ccc(OCc3cccc4ccccc34)cc2)C(=O)N1	-6
Cc1ccc(NC(=O)CC2Sc3ccccc3NC2=O)cc1 (stereo unspecified)	28
COC(=O)c1ccc(-c2ccc(/C=c3/sc4nc5ccccc5n4c3=O)o2)cc1	-2
O=C1C(Nc2ccccc2)=CC(c2ccc(F)cc2)N1c1ccccc1 (stereo unspecified)	-13
CC(C)(C)c1ccc(C(c2ccccc2)C2([N+](=O)[O-])C(=O)c3ccccc3C2=O)cc1 (stereo unspecified)	2
Cc1ccc(N(CC(=O)Nc2ccc(Oc3ccccc3)cc2)S(C)(=O)=O)cc1Cl	-4
O=C(NN1C(=O)/C(=C/c2ccc(Cl)cc2Cl)SC1=S)c1ccccc1O	-19
Cc1ccc(C(C)C)c(OCC(=O)Nc2ccc(NC(=O)c3ccccc3Cl)cc2)c1	-6
COC(=O)C1=C(C)N(C)C(C)=C(C(=O)OC)C1c1ccccc1Cl	-4
CCn1c2ccccc2c2cc(NC(=O)c3cccc(C)c3)ccc21	-30
CC(=O)Nc1cccc(-c2nnc(-c3cccc(NC(C)=O)c3)o2)c1	-27
CN(C)CCCNC(=O)CN(c1cccc(Cl)c1)S(=O)(=O)c1ccccc1	-16

Rewritten with bars between the fields: 2 of the compounds above
SMILES | DUSP3 inh
COC(=O)C1=C(C)N(C)C(C)=C(C(=O)OC)C1c1ccccc1Cl | -4
CCn1c2ccccc2c2cc(NC(=O)c3cccc(C)c3)ccc21 | -30

Entries above that contain an aryl thioether with sulfur outside any ring:
SMILES	DUSP3 inh
Cn1c(=O)c2c3c(sc2n2c(SCC(=O)c4ccc(Br)cc4)nnc12)CCC3	-13
CCOC(=O)CSc1nc2sc3c(c2c(=O)n1Cc1ccccc1)CCc1ccccc1-3	-3

Back to the main list, repeating the 5 entries before the break.
SMILES	DUSP3 inh
Cc1ccc(C(C)C)c(OCC(=O)Nc2ccc(NC(=O)c3ccccc3Cl)cc2)c1	-6
COC(=O)C1=C(C)N(C)C(C)=C(C(=O)OC)C1c1ccccc1Cl	-4
CCn1c2ccccc2c2cc(NC(=O)c3cccc(C)c3)ccc21	-30
CC(=O)Nc1cccc(-c2nnc(-c3cccc(NC(C)=O)c3)o2)c1	-27
CN(C)CCCNC(=O)CN(c1cccc(Cl)c1)S(=O)(=O)c1ccccc1	-16
O=C(Cc1ccccc1)Nc1cccc(-c2nc3ccccc3c(=O)o2)c1	-2
Cc1cc(Br)cc(/C=N/NC(=O)c2cncc(Br)c2)c1O	-17
COc1ccc(C(=O)/C=C/Nc2cccc(C)c2)cc1	-4
Cc1ccc(C(=O)Nc2c(C(=O)N3CCC(C(N)=O)CC3)cnn2-c2ccccc2)cc1	-11
O=P(CCN1CCOC1c1cccnc1)(c1ccccc1)c1ccccc1 (stereo unspecified)	11
CN1C(=O)/C(=C/c2ccc(-c3ccc(C(=O)O)cc3)o2)SC1=S	-4
COC(=O)c1cn(C(=O)c2ccco2)c2ccccc12	-2
COC(=O)CN1C(=O)/C(=C\c2ccc(Br)cc2)SC1=S	33
COc1ccc(N2C(=O)C3C4c5ccccc5C(C)(c5ccccc54)C3C2=O)cc1 (stereo unspecified)	2
O=C(N/N=C\c1cc([N+](=O)[O-])ccc1N1CCOCC1)c1ccccn1	-8
CCC1=NN2C(=N)/C(=C/c3ccc(OCc4ccc(Br)cc4)c(OC)c3)C(=O)N=C2S1	6
CC(=O)NS(=O)(=O)c1ccc(NC(=O)c2c(C)c(-c3ccccc3)nc3ccccc23)cc1	-30
C/C=N/N=C1/NC(=O)C(CC(=O)Nc2ccc(Cl)c(Cl)c2)S1 (stereo unspecified)	8
O=C(Nc1cc(Cl)ccc1C(=O)O)c1cccs1	-7
CCCCNCCOCCOc1ccc(OC)cc1	-6
COc1ccc(C(=O)/C=C/Nc2ccccc2O)cc1	0
CCOC(=O)c1ccc(NC(=O)COc2ccc3ccccc3c2)cc1	0
CCn1cc(C(=O)NN)c(=O)c2cc(F)c(N3CCOCC3)cc21	-36
CCC1CCc2c(sc3nc(SCC(=O)NCCc4ccccc4)n(-c4ccccc4)c(=O)c23)C1 (stereo unspecified)	8
COc1cc(/C=C2\SC(N3CCCC3)=NC2=O)cc(OC)c1OC	10
Cc1ccc(N/C=C2/CNC(=O)NC2=O)cc1	1
Cc1nc(N)sc1-c1csc(Nc2ccc(S(N)(=O)=O)cc2)n1	26
CC(=O)N1N=C(c2ccccc2)CC1c1ccc([N+](=O)[O-])cc1 (stereo unspecified)	-1
N#C/C(=C\c1ccc(Cl)cc1)c1nn(CCO)c(N)c1C#N	0
Cc1ccc(S(=O)(=O)N(Cc2ccccc2)c2ccccc2C(=O)NCc2cccnc2)cc1	-10
CC(C)(C)NC(=O)CC12CC3CC(C1)CC(CC(=O)NC(C)(C)C)(C3)C2	-2
COc1cc(/C=N/Nc2nncc(=O)[nH]2)ccc1O	13
Cc1ccc(NC(=O)CSc2ccc(Cl)cc2Cl)cc1	1
O=C(NCCOc1ccccc1F)c1cccs1	-10
O=C(Nc1ccc(-c2nc3ccccc3c(=O)o2)cc1)c1ccccc1F	2
CCOc1ccc(/C=C2\C(=O)NC(=O)N(c3cccc(Cl)c3)C2=O)cc1Cl	-16
COc1ccc(/C=C/C(=O)NCCSc2ccccn2)cc1	14
Cc1cccc(C(=O)N/N=C/c2ccc(OCC(=O)N3CCCCC3)cc2)c1	-25
COc1ccc(C(=O)Nc2cccc(NC(=O)c3ccc(F)cc3)c2)cc1Br	-11
COc1ccc(/C=C2\C=C(c3ccc(C)cc3)OC2=O)cc1[N+](=O)[O-]	2
CN(C)c1nc(N(C)C)nc(N2CC(=O)N(c3ccccc3)C2=N)n1	-12
O=C(NCCCn1ccnc1)C(O)(c1ccccc1)c1ccccc1	-2
O=C(CCCOc1ccccc1)Nc1cccc(Br)c1	-3
COc1cc(NC(=O)c2ccccc2)c(Cl)cc1NC(=O)c1ccc(Cl)c(Cl)c1	24
O=C(NCc1ccco1)C1CC(=O)N(c2ccc(Br)cc2)C1 (stereo unspecified)	-10
CNS(=O)(=O)c1ccc(N/C=C(\C=O)c2nc3cc(Cl)ccc3o2)cc1	-17
O=C(Nc1ccc(Cl)c(C(F)(F)F)c1)c1ccc(Cl)c([N+](=O)[O-])c1	10
O=C(Nc1ccc(F)cc1)Nc1cccc(NC(=O)Nc2ccc(F)cc2)c1	-4
O=C(NCCc1ccccc1)C1C(c2ccccc2)=C1c1ccccc1	-2
O=c1[nH]c(=O)n(-c2ccccc2Cl)c(O)c1C=C1C=CC=N1	2
NC(=S)N/N=C/c1cc2c(cc1[N+](=O)[O-])OCO2	-2
CCCCNC(=O)Cn1nc(C(F)(F)F)cc1C	-23
O=C1c2ccccc2NC(c2ccc(Cl)c(Cl)c2)N1Cc1ccccc1 (stereo unspecified)	-6
O=S(=O)(c1ccc2c(c1)Cc1ccccc1-2)N1CCCCC1	-4
N#Cc1c(NC(=O)C2CC2)sc2c1CCCCC2	-8
New compounds follow:
SMILES	DUSP3 inh
CC(C)c1ccc(/C=C(\NC(=O)c2ccccc2)C(=O)NC2CCS(=O)(=O)C2)cc1 (stereo unspecified)	-28
CC1=C(C(=O)Nc2ccc(Br)cc2)C(c2ccc(F)cc2)NC(=S)N1 (stereo unspecified)	-5
CCN(CCN)c1ccc2c(=O)[nH][nH]c(=O)c2c1	-19
CCCCN1C(=O)/C(=C\c2ccco2)SC1=S	-5
O=C(Nc1nc(-c2ccc(-c3ccccc3)cc2)cs1)C1CC1	-23
CC(NC(=O)c1ccccc1)c1ccc(Cl)c(Cl)c1 (stereo unspecified)	-21
CC(C)c1ccc(/C=C(\NC(=O)c2ccccc2)C(=O)NCc2ccco2)cc1	-1
COc1ccc2nc(Nc3nc(C)cc(-c4ccccc4)n3)nc(C)c2c1	24
Cc1cc(N2C(=O)NC(=O)/C(=C\c3ccc(N4CCOCC4)o3)C2=O)ccc1Br	-5
CCc1ccccc1NC1=C(Cl)C(=O)N(c2ccc(OC)cc2)C1=O	-37
Cc1cc(=O)oc2ccc(OCc3ccccc3)cc12	-17
COc1ccc(CCNC(=O)c2cc(-c3cccc(OC)c3)nc3ccccc23)cc1	8
COc1cc(C=C2C(=O)N(C)C(=O)N(C)C2=O)ccc1OCCOc1ccc([N+](=O)[O-])cc1	-1
O=C1c2ccc([N+](=O)[O-])cc2C(=O)N1Cc1ccc(Cl)cc1Cl	2
CC1=C(C(=O)OCC(C)C)C(c2ccsc2)C2=C(CCCC2=O)N1 (stereo unspecified)	6
O=C(/C=C/c1ccc(Cl)cc1)Nc1cccc2ccccc12	-9
Cc1cccc(N2C(=O)NC(=O)/C(=C\c3ccc(O)c(Cl)c3)C2=O)c1	-1
COc1ccc2oc(=O)c(C(=O)Nc3cccc(Cl)c3)cc2c1	13
O=S(=O)(NC(=S)c1ccccc1)c1ccc(I)cc1	-27
O=C(COc1ccc(Br)cc1)Nc1ccc(OC(F)(F)F)cc1	-2
CN1C(=O)/C(=N/OC(=O)c2ccccc2F)c2ccccc21	15
O=C(c1cc2nc(-c3ccccc3)cc(-c3ccccc3)n2n1)N1CCCC1	9
COc1cc(CN2CCN(Cc3ccc(Cl)cc3)CC2)cc(OC)c1O	4
Cc1ccc(CNC(=O)C(=O)NCc2cccnc2)cc1	-20
O=C(NCc1cccnc1)C(c1ccccc1)c1ccccc1	-39
O=c1c2ccccc2nc(/C=C/c2ccccc2)n1-c1ccccc1[N+](=O)[O-]	4
CCNc1ccc2noc3c2c1C(=O)c1ccccc1-3	-7
O=C(/C=C/c1cc(Br)cs1)Nc1ccccc1[N+](=O)[O-]	-14
Cc1cc(C)n(C(=O)COc2ccc(Br)cc2)n1	-5

Some of the compounds tested; rates above refer to the full screens.
